# Compound activity: PubChem, several laboratories
# SKN-1 block = suppressors of acrylamide-induced Pgst-4::GFP reporter in worms, primary screen, SKN-1 inhibitor project, whole organism, uHTS, GFP/RFP fluorescence ratio, strain VP596; C. elegans VP596 Pgst-4::GFP/RFP ratio, 24 h; inhibition, % at 21.8 µM; actives 0.49% (n = 360,000); AID 624304, 2012;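 active means interference check ratio from 0.5 to 1.5 plus GFP to RFP signal ratio inhibition reaching or exceeding a fixed threshold, cut at about 30% in these data, passing the limit was not always enough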; further: some compounds called inactive have numbers as strong as hits
# Neddylation inh = inhibitors of cullin neddylation, primary screen, biochemical, TR-FRET, uHTS, NAE and Ubc12. NEDD8-conjugating enzyme Ubc12 (Homo sapiens) + NEDD8-activating enzyme E1 regulatory …. calls only at 25 µM. actives 0.58% (n = 360,000). AID 651699, 2012; in the data active means inhibition above about 36%
# FAS TE block = FAS thioesterase domain inhibitors, primary screen, biochemical, fluorescence intensity, uHTS | actives 0.67% (n = 360,000) | Fatty acid synthase (Homo sapiens), P49327 | recombinant FAS-TE, OMFH fluorogenic substrate, fluorescence endpoint | inhibition, % at 15 µM;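 active means compounds whose normalised, plate-corrected inhibition of enzyme fluorescence in the single-dose primary screen is 50% or more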;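 further: 0% = DMSO with enzyme and 100% = substrate without enzyme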
# MT1-MMP act inh = blockers of MT1-MMP proenzyme processing, primary screen, HT1080 RFP-PRO-GFP cells, GFP/RFP fluorescence; Matrix metalloproteinase-14 (Homo sapiens), P50281; GFP/RFP ratio fluorescence, overnight; percent of plate control window, DMSO zero; GFP/RFP ratio change, % at 20 µM; actives 0.061% (n = 360,000);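 active means GFP/RFP ratio change of at least 30% with cell ATP level not reduced by more than half and red fluorescence within 50% of control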; further: strong numbers were not always called active
#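 Assay system: RFP-PRO-GFP reporter HT1080 cells; read-out basis: GFP/RFP fluorescence ratio; benchmarks: DMSO wells and RFP-L50D-GFP cells; doses: 20 µM single dose, 1% DMSO; schedule: overnight cell settling, then overnight compound exposure, 37 °C, 5% CO2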
# CendR NRP1 mod = modulators of CendR peptide binding to NRP-1, primary screen, biochemical, fluorescence polarization, uHTS; Neuropilin-1 (Homo sapiens), O14786; FAM-RPARPAR peptide binding to NRP-1; inhibition, % at 25 µM; actives 0.85% (n = 360,000); AID 602438, 2012;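 active means inhibition or corrected inhibition above about 18%, plus a signal ratio from 0.5 to 1.5, limit read from the data, passing the limit was not always enough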; further: strong numbers were not always called active
# eLon inh = inhibitors of E. coli Lon protease, primary screen, biochemical, fluorescence polarization; P0A9M0; purified E. coli Lon protease; inhibition, % at 7.94 µM; actives 0.42% (n = 360,000); in the data active means inhibition above about 13%, passing the limit was not always enough;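 further: 0% = enzyme with probe and DMSO and 100% = no enzyme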
# MsrA inhibitor = bovine MsrA enzyme inhibitors, primary screen, biochemical, absorbance, HTS. actives 0.75% (n = 360,000). purified bovine MsrA, absorbance read-out. Methionine sulfoxide reductase A (Bos taurus). inhibition, % at 15.5 µM. AID 651718, 2012; in the data active means inhibition above about 4.5%;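 further: 0% = vehicle wells with enzyme and 100% = reference inhibitor wells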
# bovine MsrA act = bovine MsrA enzyme activators, primary screen, biochemical, absorbance, HTS; Methionine sulfoxide reductase A (Bos taurus); purified bovine MsrA, absorbance read-out; activation, % at 10.6 µM; actives 0.3% (n = 360,000); AID 602163, 2012; in the data active means activation above about 7.5%;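 further: 0% = vehicle and 100% = reference activator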
# Rin1 Abl inh = inhibitors of Rin1-Abl protein binding, primary screen, biochemical, TR-FRET. actives 0.4% (n = 360,000). inhibition, % at 7.35 µM. AID 588664, 2011; in the data active means inhibition above about 5%, passing the limit was not always enough
# An asterisk follows results filed as active; i = inactive; · = not tested or not shown. The order is random. Share with any hit: about 4.2%.
SMILES,SKN-1 block,Neddylation inh,FAS TE block,MT1-MMP act inh,CendR NRP1 mod,eLon inh,MsrA inhibitor,bovine MsrA act,Rin1 Abl inh
COc1ccc(-c2nc(S(=O)(=O)c3ccccc3)c(N3CCN(C)CC3)o2)cc1,-3,i,-3,-8,12,5,0.5,-3,2
O=C(/C=C/c1cccc([N+](=O)[O-])c1)N1CCN(Cc2ccc3c(c2)OCO3)CC1,11,i,40,3,-4,0,1.3,-2,-1
CCN(CC(=O)Nc1ccc(NC(C)=O)cc1)C(=O)CN1C(=O)NC(C)(c2ccc3ccccc3c2)C1=O (stereo not drawn),-18,i,-3,0,-2,-11,-0.9,-4,0
Cc1nnc2sc(SCC(=O)Nc3ccc(Cl)cc3)nn2c1=O,-4,i,-2,-2,1,8,1.3,2,-1
O=C(COC(=O)C1CC2C=CC1C2)Nc1ccccc1 (stereo not drawn),-6,i,-9,-2,1,-8,-0.2,-3,-1
Cc1c(N/N=C(\C#N)C(=O)c2ccc(Cl)cc2)c(=O)n(-c2ccccc2)n1C,-5,i,2,-62,4,12,1.5,-5,-3
Cc1cc(C)cc(N=Cc2ccc([N+](=O)[O-])s2)c1,-6,i,-9,0,-44,-1,2.5,5,4
CCc1nc(SCC(=O)N2CCCCC2)c2c(=O)n(C)c(=O)n(C)c2n1,1,i,-8,0,10,-1,0.6,-8,1
CC1Cc2ccccc2N1C(=O)CSc1nnc(CNc2ccccc2)o1 (stereo not drawn),7,i,-1,3,-83,-5,·,4,1
Cc1ccc(N2CCCCn3c2nc2c3c(=O)n(CC(=O)O)c(=O)n2C)cc1,25,i,-6,5,8,-2,0.3,-10,0
CC(OC(=O)CCc1nc2ccccc2[nH]c1=O)c1ccccc1 (stereo not drawn),5,i,-13,2,-5,3,0.5,-6,-1
CCOc1ccc(C(=O)Nc2cccc3nsnc23)cc1[N+](=O)[O-],5,i,-4,0,13,-2,0.1,-3,-3
CCc1ccc(OCC(O)CN2CCN(c3ccccn3)CC2)cc1 (stereo not drawn),-10,i,-2,2,12,-2,-1.1,-4,1
CC(Sc1nnc(C(F)(F)F)n1C)C(=O)Nc1ccc(S(N)(=O)=O)cc1 (stereo not drawn),7,i,-7,-4,-1,-8,1.4,-2,-2
COc1ccc(OCC(=O)N/N=C2\CCc3ccccc32)cc1,-7,i,-11,-2,-2,4,-0.4,-9,1
Cc1ccc2nc(/C(C#N)=C/c3ccc(O)c(O)c3)[nH]c2c1,-8,i,14,-196,-197,-210,2.1,-8,0
Cc1cccc(OC(C)C(=O)Nc2ccc(N3CCCCC3)cc2)c1 (stereo not drawn),-2,i,3,6,4,-10,-0.7,4,-1
CCCCNCCCOc1cc(Cl)ccc1Cl,4,i,-5,0,9,-5,0.8,2,-3
O=C(O)C1=NN(c2cc(Cl)c(S(=O)(=O)O)cc2Cl)C(=O)C1,3,i,-9,-7,-57,4,0.5,-9,8
CCOC(=O)N1CCC(NS(=O)(=O)c2cc(C(=O)OC)n(C)c2)CC1,-12,i,-12,3,-2,-12,0.0,-4,-3
CC(C(=O)Nc1ccc(O)c(C(=O)O)c1)N1C(=O)/C(=C/c2cccs2)SC1=S (stereo not drawn),20,i,6,15,-34,-9,1.4,-2,0
CC(=O)Nc1ccc(S(=O)(=O)NC2(C(F)(F)F)C(=O)Nc3c2c(=O)[nH]c(=O)n3Cc2ccco2)cc1 (stereo not drawn),-5,i,-2,-5,4,5,2.1,-3,0
O=[N+]([O-])c1nn(-c2ccccc2)n(O)c1=NC1CCN(Cc2ccccc2)CC1,-8,i,-1,-11,5,-5,0.4,-11,0
COc1ccccc1/C=N/NC(=O)CSc1ccc2ccccc2n1,-7,i,3,4,2,5,-0.1,-3,0
CCOc1ccccc1CN1CCN(Cc2nc3c(s2)CCCC3)CC1CCO (stereo not drawn),20,i,-1,1,0,0,-1.0,-9,3
Cc1c(C(=O)c2ccc3c(c2)OCO3)ccc2c1OCO2,12,i,15,1,19,-3,2.0,-4,-2
O=C(c1ccccc1)N1N=C(c2cccs2)CC1c1ccccc1O (stereo not drawn),-5,i,13,-3,2,-2,1.8,-13,-1
CCCc1nnc(SCCSc2nnc(CCC)n2N)n1N,21,i,-5,-2,-5,2,-1.5,-3,4
Cc1ccc(Cn2cccc(-c3nc4ccccc4s3)c2=O)cc1,6,·,21,7,-4,-4,1.1,-3,4
Cc1ccsc1C(=O)OCC(=O)NCCCc1ccccc1,0,i,5,-3,-4,2,-0.4,-2,-1
Cc1nc2ccc(S(=O)(=O)NCC(=O)O)cc2s1,-4,i,-1,6,4,-1,-1.0,-3,-1
CCOc1ccc(Cl)cc1-c1cc(C(=O)NCCc2ccncc2)[nH]n1,9,i,8,-4,0,-5,-0.3,-5,3
CCc1cccc(C)c1NC(=O)Cn1c(NCCO)nc2ccccc21,-8,i,-9,-3,-14,1,0.1,-7,-1
CN(C)S(=O)(=O)c1cccc(C(=O)OCC(=O)c2c(N)n(C)c(=O)n(C)c2=O)c1,2,i,-1,3,1,-8,0.5,0,1
Cc1nn(-c2cc(N3CCOCC3)ccc2N)c(=O)c2ccccc12,3,i,-8,1,2,-22,0.9,-4,0
CCNc1ccc(C(=O)OCC(=O)NCc2ccc(C)cc2)cc1[N+](=O)[O-],1,i,-1,1,0,-2,1.6,-2,-4
O=C1N(Cc2cccnc2)C[C@@H]2C[C@@H](c3ccccc3C(F)(F)F)N3CCC[C@@]123,-2,i,-4,4,-2,-9,-0.1,-1,-4
CCN(CC)S(=O)(=O)c1ccc(N2CCN(c3ccccc3O)CC2)nc1,-3,i,9,-4,-4,11,1.5,1,2
Cc1ccc(NC(=O)CN2C(=O)N/C(=C\c3ccco3)C2=O)cc1,14,i,-7,-1,-16,-22,2.2,-3,4
COc1cc(CNCc2c[nH]c3ccccc23)cc(OC)c1,-8,i,-1,3,-1,-1,0.2,-3,-5
CC(C)(C)NC(=O)C(c1ccc(-c2ccccc2)cc1)n1c(=O)c(-c2ccco2)nc2ccccc21 (stereo not drawn),15,i,·,-12,-67,·,-0.2,·,·
O=C(O)c1nn(-c2ccccc2)ccc1=O,3,i,-7,-2,6,-8,2.9,-2,2
FC(F)(F)c1nc2ccccc2[nH]1,9,i,-5,2,-5,0,0.1,1,-1
O=c1ccc(-c2ccc(S(=O)(=O)N3CCCCC3)o2)n[nH]1,16,i,-9,1,-6,3,0.5,-5,-1
CCCN1CCC(NC(=O)C2CC=CCC2C(=O)O)CC1 (stereo not drawn),5,i,-2,-2,6,-1,-1.9,-1,3

# Compound profiles, from the list above. Order of screens: SKN-1 block	Neddylation inh	FAS TE block	MT1-MMP act inh	CendR NRP1 mod	eLon inh	MsrA inhibitor	bovine MsrA act	Rin1 Abl inh
# Listed for CCc1cccc(C)c1NC(=O)Cn1c(NCCO)nc2ccccc21 = -8	i	-9	-3	-14	1	0.1	-7	-1
# Listed for O=C(/C=C/c1cccc([N+](=O)[O-])c1)N1CCN(Cc2ccc3c(c2)OCO3)CC1 = 11	i	40	3	-4	0	1.3	-2	-1
# Listed for CC(C)(C)NC(=O)C(c1ccc(-c2ccccc2)cc1)n1c(=O)c(-c2ccco2)nc2ccccc21 (stereo not drawn) = 15	i	·	-12	-67	·	-0.2	·	·
# Listed for CCOc1ccc(Cl)cc1-c1cc(C(=O)NCCc2ccncc2)[nH]n1 = 9	i	8	-4	0	-5	-0.3	-5	3

# Next part:
SMILES,SKN-1 block,Neddylation inh,FAS TE block,MT1-MMP act inh,CendR NRP1 mod,eLon inh,MsrA inhibitor,bovine MsrA act,Rin1 Abl inh
CCOC(=O)c1c(C)n(CCO)c2ccc(O)cc12,-7,i,-6,6,-3,6,0.8,-2,-2
C/C(=N\NC(=O)C1CCCN(S(=O)(=O)c2ccccc2)C1)c1ccncc1 (stereo not drawn),5,i,-8,7,17,-6,-1.3,1,1
COC(=O)C1CCN(C(=O)CN2C(=O)c3ccccc3S2(=O)=O)CC1,13,i,-6,6,3,-3,0.6,-1,-1
COc1cccc(C(=O)Nc2cc3c(cc2N2CCOCC2)n(C)c(=O)n3C)c1,-8,i,-6,-3,17,-3,0.0,-1,-2
Cc1noc(C)c1C(=O)Nc1nc(C23CC4CC(CC(C4)C2)C3)cs1,1,i,24,-10,5,1,0.3,-1,-2
CCN(Cc1ccccc1)c1ccc(/C=N/N=C(N)N)cc1,0,i,-30,-13,1,2,0.3,-7,-2
COc1ccc(OC)c(C(=O)NC(CC(N)=O)c2ccc(N3CCC(N4CCCC4)CC3)c([N+](=O)[O-])c2)c1 (stereo not drawn),-4,i,-10,0,20,12,-0.1,-7,-4
CCN1CCN(c2cc(C)c3cc(NC(=S)NCCN(C)C)ccc3n2)CC1,10,i,-2,·,3,-1,2.2,-2,-3
C=CCN(c1ccc(C(=O)Nc2ccc3c(c2)n(C)c(=O)n3C)cc1)S(C)(=O)=O,-2,i,-4,8,11,-3,-0.6,-2,1
COc1ccc(C(C(=O)NCc2ccccc2)n2c(-c3ccncc3)nc3ccccc32)cc1 (stereo not drawn),16,i,·,1,8,·,0.9,·,·
Cc1ccccc1C(=O)Nc1ccc(N2CCCCCC2)cc1,16,i,13,-3,5,7,-0.3,-1,-1
CCOC(=O)C1=C(c2ccccc2)NC(=O)NC1c1ccc(O)c(OCC)c1 (stereo not drawn),7,i,-4,-3,3,-10,-0.1,-3,1
O=C(Nc1cccc(-n2cnnn2)c1)c1cccc(Cl)c1,10,i,21,3,5,10,0.1,0,1
CC1C(=O)N2CCCc3cc(S(=O)(=O)NCc4ccc(F)cc4)cc1c32 (stereo not drawn),10,i,-3,-4,-4,-10,-0.1,-2,1
Fc1ccc(/C=N/c2c(-c3ccc(F)cc3)nc3n2CCS3)cc1,9,i,10,-6,5,-9,-0.4,-1,-1
CCCCC(CC)CNC(=O)C1C2C=CC(C2)C1C(=O)O (stereo not drawn),-1,i,-9,1,-2,-6,1.5,-4,0
N#C/C(=C(/O)c1ccccc1F)c1nc2cc(C(F)(F)F)ccc2s1,4,i,6,-5,-42,-6,4.7*,-7,1
Cc1nnc(SC(C(=O)Nc2ccc(Cl)c([N+](=O)[O-])c2)c2ccccc2)[nH]c1=O (stereo not drawn),17,i,52*,-3,17,16,1.3,-4,-2
CCc1ccc(-n2c(C)nc3cc(C(=O)NCc4cccnc4)ccc32)cc1,9,i,-2,4,-1,-4,0.3,-5,2
O=C(CN1C(=O)NC2(CCCc3ccccc32)C1=O)c1ccc(F)cc1 (stereo not drawn),0,i,2,1,5,-2,1.4,-9,2
CCN(CC)c1ccc(NC(=S)NC(=O)c2ccco2)cc1,-15,i,17,6,-2,4,-0.2,-6,1
Cc1[nH]c(=O)[nH]c(=O)c1/C=N/NC(=O)[C@H](CC(C)C)NC(=O)OC(C)(C)C,-15,i,-3,1,-2,-1,1.2,2,-2
CCOC(=O)c1sc(NC(=O)CSc2ncn[nH]2)c(C#N)c1C,10,i,-75,2,0,-8,1.4,0,-4
CCOC(=O)C1(Nc2nccs2)Sc2ccccc2NC1=O (stereo not drawn),8,i,-5,-4,-5,1,1.2,4,-1
O=C1CC(c2ccccc2)=Nc2ccccc2N1,1,i,-8,-1,4,-4,3.0,-3,4
